From PubChem
Mtb BioA inh – BioA (M. tuberculosis) enzyme inhibition | purified M. tuberculosis BioA enzyme, plate reader | inhibition, % at 9.99 µM | hit rate 0.096% among 360,000 | AID 602481; in the data active = inhibition above about 40%
SARS 3CLpro inh – SARS-CoV 3CLpro protease inhibition; inhibition, % at 6 µM; hit rate 0.14% among 290,000; P0C6X7; recombinant SARS-CoV 3CLpro, quenched FRET peptide cleavage; in the data active = inhibition above about 12%
Rv3671c protease – inhibitors of M. tuberculosis serine protease Rv3671c. P9WHR9. inhibition, % at 5.96 µM. hit rate 0.048% among 320,000. AID 2606; in the data active = inhibition above about 38%;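 note: extracellular domain of Rv3671c used as enzyme; 0% = enzyme with DMSO and 100% = no enzyme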
PriA SSB inh – blocks PriA binding to SSB C-terminal tail; AlphaScreen SSBct-PriA binding, biotinylated peptide; inhibition, % at 33 µM; hit rate 0.6% among 430,000; AID 1272365; in the data active = inhibition mostly above about 37%, no sharp cut-off; inactive = mostly below about 20%;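 note: plate controls were negative control peptide for no effect and reference peptide for full effect; strong numbers were not always called active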
Mtb UGM inh – blocks M. tuberculosis UGM enzyme. inhibition, % at 10 µM. purified UGM, fluorescence polarization probe displacement. AID 504406. hit rate 0.06% among 320,000; in the data active = inhibition above about 10%, passing the limit was not always enough
Target sequence (P9WIQ1 whole entry, looked up): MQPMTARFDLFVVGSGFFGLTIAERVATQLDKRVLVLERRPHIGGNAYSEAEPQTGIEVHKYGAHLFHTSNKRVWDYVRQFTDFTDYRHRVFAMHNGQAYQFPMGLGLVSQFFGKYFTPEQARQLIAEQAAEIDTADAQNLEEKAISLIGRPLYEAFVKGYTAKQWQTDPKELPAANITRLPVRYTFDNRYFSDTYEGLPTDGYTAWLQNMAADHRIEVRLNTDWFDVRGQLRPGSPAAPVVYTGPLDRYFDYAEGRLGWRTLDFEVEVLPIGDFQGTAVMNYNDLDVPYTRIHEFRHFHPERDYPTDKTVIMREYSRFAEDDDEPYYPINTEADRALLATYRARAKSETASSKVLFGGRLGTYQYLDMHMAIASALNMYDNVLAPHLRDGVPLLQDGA
MazEF act – MazEF (E. coli) toxin RNase activation; FAM/BHQ RNA-DNA oligo cleavage fluorescence, 5 h; activation, % at 20 µM; hit rate 0.32% among 350,000; AID 504720; in the data active = activation above about 50%
FBA Mtb inh – inhibitors of M. tuberculosis fructose-bisphosphate aldolase. P9WQA3. purified M. tuberculosis FBA, fluorescence read-out. inhibition, % at 1 µM. hit rate 2.3% among 360,000. AID 588726; in the data active = inhibition above about 27%;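 note: 0% = vehicle and 100% = reference inhibitor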
Target sequence (P9WQA3 whole entry, looked up): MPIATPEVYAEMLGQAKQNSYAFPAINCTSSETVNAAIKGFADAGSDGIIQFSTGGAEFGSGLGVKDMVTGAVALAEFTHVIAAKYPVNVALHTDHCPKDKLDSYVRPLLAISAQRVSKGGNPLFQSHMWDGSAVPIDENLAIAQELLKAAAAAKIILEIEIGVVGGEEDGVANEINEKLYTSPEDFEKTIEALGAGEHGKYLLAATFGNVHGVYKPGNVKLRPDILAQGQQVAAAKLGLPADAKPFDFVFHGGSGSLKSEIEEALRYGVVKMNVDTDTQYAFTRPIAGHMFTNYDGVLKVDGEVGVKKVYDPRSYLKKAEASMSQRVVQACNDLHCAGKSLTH
VHR inh abs – blocks human VHR1 dual specificity phosphatase; P51452; recombinant VHR phosphatase, pNPP absorbance; inhibition, % at 13.3 µM; hit rate 0.52% among 290,000; in the data active = inhibition above about 50%; note: some compounds called inactive have numbers as strong as hits
Target sequence (P51452 whole entry, looked up): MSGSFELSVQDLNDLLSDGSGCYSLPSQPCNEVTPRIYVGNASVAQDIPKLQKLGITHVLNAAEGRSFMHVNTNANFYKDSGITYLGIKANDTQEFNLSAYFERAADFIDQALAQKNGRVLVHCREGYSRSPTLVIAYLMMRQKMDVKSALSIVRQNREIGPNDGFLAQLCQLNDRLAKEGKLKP
GDH-TPI inh – inhibits GDH-TPI coupling enzymes, artifact for Mtb FBA screen; GDH-TPI coupled enzyme counterscreen, NADH absorbance; inhibition, % at 4.8 µM; hit rate 1.2% among 360,000; AID 588335; in the data active = inhibition above about 30%;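 note: 0% = DMSO wells and 100% = wells lacking the enzyme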
Vc quorum ag – inducers of Vibrio cholerae quorum light production without autoinducers | V. cholerae BH1578 lux reporter, luminescence, 6 h | activation, % at 18.7 µM | hit rate 0.16% among 350,000 | AID 588436; in the data active = activation mostly above about 9.7%, no sharp cut-off; note: not every result past the cut was called active; inactives centre near 0; reference of the scale not given here
* = called active by the depositor; i = inactive; · = no result given; & = joins results of further samples. A portion of the library, so the mix of outcomes need not match the whole.

SMILES	Mtb BioA inh	SARS 3CLpro inh	Rv3671c protease	PriA SSB inh	Mtb UGM inh	MazEF act	FBA Mtb inh	VHR inh abs	GDH-TPI inh	Vc quorum ag
O=S(=O)(N1CCCCC1)N1CCN(CC(O)COc2ccc3cc(Br)ccc3c2)CC1 (centres undefined)	-0.9	1	-4	-14	-1.2	0	-1	37	-12	-0.4
OC(c1cccc(Cl)c1)c1ncc(-c2cccc(C(F)(F)F)c2)[nH]1 (centres undefined)	0.7	·	·	·	·	·	1	·	-9	1.1
O=S(=O)(NCCC1=CCCCC1)c1ccc(OC(F)(F)F)cc1	9.7	·	3	-11	0.7	3	-1	·	-9	5.0
CCOc1ccc(NC(=O)/C=C/c2ccc(OC)cc2)c([N+](=O)[O-])c1	-1.6	-2	-15	-2	1.7	-4	0	-2	6	-0.4
COc1ccc(-n2nc(C(=O)NCC(=O)NCc3ccco3)c3ccccc3c2=O)c(OC)c1	-1.3	4	-2	0	4.3	7	-1	15	6	3.2
CCOC(=O)C1(C)CCN1C(=O)c1ccc(-c2ccccc2)cc1 (centres undefined)	0.3	·	·	·	·	·	-3	·	0	-3.0
COc1ccc(N2CCCn3c2nc2c3c(=O)n(CCN3CCOCC3)c(=O)n2C)cc1	9.0	·	-3	-8	-0.3	-3	1	12	-3	i
CSc1nc2ccccc2cc1/C=C(\C#N)c1ccccc1	2.2	-2	-3	-17	-0.5	-1	9	6	-3	0.3
C=CCOc1c(CNc2cccc(C(=O)O)c2)cccc1OCC	1.3	4	-5	-15	-3.0	-9	25	8	0	-0.4
Cn1c(=O)c(C(=O)N2CCc3ccccc32)cc2cccnc21	0.5	·	9	-6	2.9	-2	-1	·	-5	1.4
O=C(NCc1ccc(F)cc1)C1CCN(S(=O)(=O)c2cccc3nonc23)CC1	1.5	-6	2	-16	1.2	0	-2	72	-3	i
CC(C)(C)OC(=O)C[C@@H]1C/C=C\C[C@H](CC(=O)N(CCO)Cc2ccccc2)C(=O)N2CCC[C@H]2COC1=O	-1.2	·	10	·	-0.2	0	7	·	10	-0.5
O=C1CC(N2CCC(Cc3ccccc3)CC2)C(=O)N1CCc1ccccc1 (centres undefined)	·	-6	3	0	-3.1	-4	3	4	9	i
CCC(=O)c1ccc(OCC(O)CNCCc2ccc(Cl)cc2)cc1 (centres undefined)	0.0	3	-5	40*	1.9	1	-2	7	5	-0.5
O=CNc1cc(-c2ccccc2Oc2ccccc2)cn2c(-c3ccc(F)cc3)cnc12	-0.6	·	·	·	·	·	-1	·	8	-0.3
CC(C)(C)NC(=O)C(c1cccs1)N(Cc1cccs1)C(=O)c1ccc(CN2CCOCC2)o1 (centres undefined)	·	1	5	-10	-1.0	-11	3	8	6	i
CC1=CSC2=NC(=O)/C(=C/c3cccc(OC(=O)c4ccco4)c3)C(=N)N12	·	7	6	9	2.4	2	3	4	0	0.9
O=C(COC(=O)CNC(=O)c1ccccc1F)Nc1cccc(S(=O)(=O)N2CCCCCC2)c1	·	-2	1	1	1.4	-8	1	14	5	-0.3
CCOc1ccccc1N1CC(C(=O)N2CCOCC2)CC1=O (centres undefined)	·	5	9	-4&-6	0.5	4	-3	22	-1	i
COc1cccc(C(=O)Nc2ccc(C(F)(F)F)n(C)c2=O)c1	-1.2	-5	-1	-6	2.1	3	-3	34	15	i
CCCCC(CC)CNC(=O)Cn1c(=O)[nH]c2ccsc2c1=O (centres undefined)	·	-2	1	-24	1.5	10	-2	29	-1	i
C/C(=N/NC(=O)C1CCN(S(=O)(=O)c2ccc(C)cc2)CC1)c1cccc([N+](=O)[O-])c1	-2.7	3	-3	·	3.3	-4	4	5	-2	-0.3
Cc1ccc(C(=O)OCC(=O)NCc2ccco2)cc1C	-0.4	·	5	1	-0.6	9	1	·	-5	5.9
CN(C)S(=O)(=O)N1CCN(c2ccc([N+](=O)[O-])c(N3CCOCC3)c2)CC1	·	-1	4	14	0.2	3	-9	21	3	-0.3
O=C(NCCN1CCOCC1)c1ccccc1Oc1ccccc1	1.2	5	1	-3	0.3	5	1	31	5	-0.2
(continued)
SMILES	Mtb BioA inh	SARS 3CLpro inh	Rv3671c protease	PriA SSB inh	Mtb UGM inh	MazEF act	FBA Mtb inh	VHR inh abs	GDH-TPI inh	Vc quorum ag
CC(C)(C)n1ncc2c(=O)n(CC(=O)NCc3ccco3)cnc21	-1.9	0	3	2&-24	2.1	-6	-1	3	-5	-0.1
O=C(NN=C1C2CC3CC(C2)CC1C3)c1cc(Cl)ccc1O	-2.0	2	10	-13	4.5	-9	19	33	21	1.4
CCCc1cc(C(=O)Nc2cnn(Cc3ccc(F)cc3)c2)no1	·	2	1	2	-1.9	1	-4	-8	-3	0.3
CCn1c(CCCNC(=O)c2ccc(F)cc2)nc2ccccc21	6.7	-2	3	0	-0.7	3	1	-23	-5	-0.9
O=C(CNC(=O)c1cccc(Cl)c1)NCCCSc1ccccc1	1.7	·	-30	1	-0.4	2	3	·	4	-1.5
CCn1c(SCc2ccc(F)cc2)nc2ccccc2c1=O	-1.2	-3	-4	-16	-0.4	-14	1	6	5	i
Cc1cc(C)c2c(N)c(C(=O)c3ccc(Cl)cc3)sc2n1	-1.3	4	-24	-10	-1.8	11	-2	14	10	i
CCc1nc2ccccc2c(C(=O)OCc2nc3ccccc3c(=O)[nH]2)c1C	-0.1	·	-3	6	1.5	-8	2	·	6	i
COc1ccnc(Oc2ccc(F)cc2)c1C#N	-0.1	-2	-1	-11	-0.1	0	2	4	7	0.9
CCCCn1c(SCC(=O)c2c(N)n(C3CC3)c(=O)[nH]c2=O)nc2cc(S(N)(=O)=O)ccc21	-1.7	·	·	-7	·	16	-1	·	3	-0.6
O=C(c1cccc(F)c1)N1CCC(O)(c2cccnc2)CC1	-0.6	-9	3	-2	-1.9	-2	-5	48	7	i
O=C(NCc1nnnn1-c1ccccc1)c1ccc2ccccc2c1	4.3	·	·	·	·	-4	3	·	2	-0.1
CCOC(=O)c1ccc(NC(=O)c2nc[nH]c2C(=O)N[C@H](C)CO)cc1	0.4	·	·	·	·	6	-1	·	11	-0.4
COc1cc(NC(=O)C2CCCO2)c(OC)cc1NC(=O)c1ccccc1 (centres undefined)	-0.3	4	3	-1	1.5	9	0	-12	13	-0.6
COc1ccc(C(=O)OCc2cc(=O)n3ccsc3n2)cc1F	0.1	·	5	-9	-5.7	7	-2	·	12	i
Cc1ccc(NS(=O)(=O)c2cccc(C(=O)N3CCCCC3)c2)cc1	·	·	1	-3	1.2	2	-3	·	0	·
CCOC(=O)c1cc2c(=O)n3cccc(C)c3nc2n(Cc2ccco2)c1=NC(=O)c1cccnc1	14	-4	·	-4	·	7	106*	28	20	0.6
N#CC1=C(N)OC2=C(CC/C2=C\c2ccc(F)cc2)C1c1ccc(F)cc1 (centres undefined)	·	6	1	·	-2.4	·	·	17	·	·
COC(=O)c1ccc(CSc2nnc(Nc3cccc(OC)c3)s2)o1	0.3	-2	-5	-3	0.6	1	-2	19	12	-3.2
CNc1nc(NCc2ccccc2)nc(N)c1[N+](=O)[O-]	-0.6	0	2	-13	-2.7	6	-2	11	13	-0.3
CC1CCN(C(=O)c2[nH]cnc2C(=O)NCC(=O)OCc2ccccc2)CC1	-2.5	-4	-4	-7	-0.5	6	-1	1	2	i
CCC(=O)c1ccc(OCC(=O)O)cc1	·	1	·	-4	·	6	0	-18	-4	-2.1
CCc1cccc(NS(=O)(=O)c2ccc3c(c2)oc(=O)n3C)c1	3.5	6	-8	-13	-1.7	-1	1	42	-2	-0.5
O=C(O)COc1ccccc1/C=C1\SC(=S)N(NC(=O)c2ccccc2O)C1=O	-1.2	·	-9	-4	-1.1	-22	-3	·	33*	-1.2
O=C(CSc1nnc(-c2ccccc2)c2ccccc12)NCC1CCCO1 (centres undefined)	·	7	0	·	-3.2	·	10	-4	-9	i

Eleven of these compounds in a different format.
Values run as follows: Mtb BioA inh	SARS 3CLpro inh	Rv3671c protease	PriA SSB inh	Mtb UGM inh	MazEF act	FBA Mtb inh	VHR inh abs	GDH-TPI inh	Vc quorum ag
- CC(C)(C)n1ncc2c(=O)n(CC(=O)NCc3ccco3)cnc21
 : -1.9	0	3	2&-24	2.1	-6	-1	3	-5	-0.1
- O=C(NN=C1C2CC3CC(C2)CC1C3)c1cc(Cl)ccc1O
 : -2.0	2	10	-13	4.5	-9	19	33	21	1.4
- CCCc1cc(C(=O)Nc2cnn(Cc3ccc(F)cc3)c2)no1
 : ·	2	1	2	-1.9	1	-4	-8	-3	0.3
- CCn1c(CCCNC(=O)c2ccc(F)cc2)nc2ccccc21
 : 6.7	-2	3	0	-0.7	3	1	-23	-5	-0.9
- O=C(CNC(=O)c1cccc(Cl)c1)NCCCSc1ccccc1
 : 1.7	·	-30	1	-0.4	2	3	·	4	-1.5
- CCn1c(SCc2ccc(F)cc2)nc2ccccc2c1=O
 : -1.2	-3	-4	-16	-0.4	-14	1	6	5	i
- Cc1cc(C)c2c(N)c(C(=O)c3ccc(Cl)cc3)sc2n1
 : -1.3	4	-24	-10	-1.8	11	-2	14	10	i
- CCc1nc2ccccc2c(C(=O)OCc2nc3ccccc3c(=O)[nH]2)c1C
 : -0.1	·	-3	6	1.5	-8	2	·	6	i
- COc1ccnc(Oc2ccc(F)cc2)c1C#N
 : -0.1	-2	-1	-11	-0.1	0	2	4	7	0.9
- CCCCn1c(SCC(=O)c2c(N)n(C3CC3)c(=O)[nH]c2=O)nc2cc(S(N)(=O)=O)ccc21
 : -1.7	·	·	-7	·	16	-1	·	3	-0.6
- O=C(c1cccc(F)c1)N1CCC(O)(c2cccnc2)CC1
 : -0.6	-9	3	-2	-1.9	-2	-5	48	7	i

The list goes on:
SMILES	Mtb BioA inh	SARS 3CLpro inh	Rv3671c protease	PriA SSB inh	Mtb UGM inh	MazEF act	FBA Mtb inh	VHR inh abs	GDH-TPI inh	Vc quorum ag
O=S(=O)(NCC1CCCO1)c1ccc(Br)s1 (centres undefined)	-1.0	-1	8	-2	-1.4	1	1	17	7	-3.6
Cc1cc(=O)oc2cc(NC(=O)c3ccnn3C)ccc12	-1.5	-2	-3	6	0.8	-15	32*	-6	9	i
CCOc1ccc(C(=O)CN2CCN(S(=O)(=O)c3ccc(OC)cc3)CC2)cc1	-1.5	-4	1	2	-1.6	6	-4	26	-13	-0.4
NC(=O)NCc1cccs1	·	5	-7	1&-2	1.9	3	-1	22	6	-0.2
Cc1ccc(-n2cc[nH]c2=S)c(C)c1	·	-6	-1	-9	-3.8	8	4	18	8	0.2
COc1ccccc1NC(=O)CN(Cc1ccco1)C(=O)c1ccc(=O)[nH]c1	-1.6	0	-4	3	0.2	-8	2	29	-4	-0.4
CCN(C[C@H]1N[C@@](Cc2ccccc2)(C(=O)OC)[C@H]2C(=O)N(Cc3ccccc3)C(=O)[C@@H]12)C(=O)NC(C)C	0.5	·	1	0	1.4	2	-2	·	-7	-0.5
CCOCCc1nnc(NC(=O)CN2C(=O)c3ccccc3C2=O)s1	-0.8	1	-12	1	2.4	12	0	17	8	1.0
Cc1cc(C(=O)Nc2sc3c(c2C#N)CCCC3)no1	0.3	-2	-5	-8	3.1	-3	-3	0	20	-7.0
CN(C)CCNc1nc(-c2ccccc2)nnc1C(F)(F)F	-1.9	-9	-8	-17	2.9	4	2	6	8	i
COc1ccc(C(c2nnnn2CC2CCCO2)N2CCN(c3ccccc3)CC2)cc1 (centres undefined)	0.7	-1	-1	8	1.5	7	7	-1	-8	3.2
O=[N+]([O-])c1cc(S(=O)(=O)N2CCCC2)ccc1N/N=C/c1cccs1	-0.6	4	6	·	0.7	3	1	-13	11	i
